Assay outcomes from PubChem.
LGR2 antag – blocks bursicon-induced cAMP signaling via Drosophila LGR2; actives 0.35% (n = 380,000); HEK293 LGR2, CRE-luciferase, bursicon-stimulated, 4 h; AID 720647; inhibition, % at 9.99 µM;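 active = drop in luminescence signal, shown as inhibition above about 50% in the replicate tests, limit read from the data, passing the limit was not always enough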;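 note: agonist challenge used bursicon conditioned medium at about half maximal strength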
FN deposition inh – fibronectin deposition inhibition; AH1F fibroblasts, Alexa488-fibronectin deposition fluorescence, overnight; inhibition, % at 12.6 µM; actives 0.086% (n = 350,000); AID 743247;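 active = mean inhibition across replicates of 30% or more, regardless of how many single replicates reach that level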;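 note: positive control wells lacked labelled fibronectin entirely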
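Assay system: AH1F fibroblasts assembling fluorescent fibronectin matrix; Amount: 10000 AH1F cells per well; Buffer or medium: DMEM, 2% serum; Probe or stimulus: Alexa488-fibronectin, 24 nM final in well; Doses: single compound dose, delivered by pin transfer; Incubation: 1 h adhesion, overnight exposure; Measured by: fluorescence 485/525 nm; Read-out: fibronectin deposition inhibition.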
PGC1a acetyl inh – modulators of PGC1a acetylation; U2OS PGC1a acetylation, AlphaScreen anti-acetyl-lysine; with virally co-expressed GCN5 acetyltransferase; inhibition, % at 15.6 µM; actives 0.17% (n = 350,000);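 active = every replicate shows inhibition of at least 40%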;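 note: 0% = neutral control wells and 100% = positive control wells; some results beyond the cut were filed as inactive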
PAX8 reporter – inhibitors of PAX8 transcriptional activity in RMG-I cells; RMG-I TPO-luciferase reporter, SteadyGlo, 24 h; inhibition, % at 12.6 µM; actives 1.2% (n = 360,000); AID 652154;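 active = mean replicate inhibition at least 60% with every replicate also reaching 60%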;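 note: luciferase light reporting Pax8 driven TPO promoter activity; plate controls were median of neutral control wells for no effect and mitoxantrone controls for full effect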
An asterisk follows results filed as active; . = not tested or not shown. An excerpt, so the mix of outcomes need not match the whole.

Sample of the layout (five entries):
| SMILES | FN deposition inh | PAX8 reporter | LGR2 antag | PGC1a acetyl inh |
| --- | --- | --- | --- | --- |
| CCOc1ccccc1NC(=O)COC(=O)CN(C)S(=O)(=O)c1ccc(C)cc1 | . | 0.3 | -11.4 | . |
| CCCCN(CC)C(=O)Cn1cnc2ccc(S(=O)(=O)N3CCC(C)CC3)cc2c1=O | . | 1.4 | 5.3 | . |
| C=C(C)c1cccc(C(C)(C)NC(=O)Nc2ccc(Cl)cn2)c1 | . | 8.5 | 12.5 | . |
| O=C1CCC/C(=N\NC(=O)c2ccc(NS(=O)(=O)c3ccc(Br)cc3)cc2)C1 | . | -10.6 | -4.3 | . |
| CCCC(C(=O)O)N1C(=O)/C(=C2\C(=O)N(C)c3ccccc32)SC1=S (configuration not stated) | . | 15.7 | 6.1 | . |

This part in full, from the start:
| SMILES | FN deposition inh | PAX8 reporter | LGR2 antag | PGC1a acetyl inh |
| --- | --- | --- | --- | --- |
| CCOc1ccccc1NC(=O)COC(=O)CN(C)S(=O)(=O)c1ccc(C)cc1 | . | 0.3 | -11.4 | . |
| CCCCN(CC)C(=O)Cn1cnc2ccc(S(=O)(=O)N3CCC(C)CC3)cc2c1=O | . | 1.4 | 5.3 | . |
| C=C(C)c1cccc(C(C)(C)NC(=O)Nc2ccc(Cl)cn2)c1 | . | 8.5 | 12.5 | . |
| O=C1CCC/C(=N\NC(=O)c2ccc(NS(=O)(=O)c3ccc(Br)cc3)cc2)C1 | . | -10.6 | -4.3 | . |
| CCCC(C(=O)O)N1C(=O)/C(=C2\C(=O)N(C)c3ccccc32)SC1=S (configuration not stated) | . | 15.7 | 6.1 | . |
| CC/C(=N/Nc1cccc(C)c1)c1cnnc(SC)n1 | . | 27.9 | 10.6 | . |
| COc1cc(/C=C2\SC(=Nc3ccc(N4CCOCC4)cc3)N(C)C2=O)ccc1OC(C)C(=O)O (configuration not stated) | . | 0.6 | 1.3 | . |
| CCCOc1ccc(-c2cn3ccccc3n2)cc1[N+](=O)[O-] | . | -151.9 | -67.4 | . |
| CC(=O)Nc1cccc(/C(C)=N/NC(=O)c2c(-c3ccccc3Cl)noc2C)c1 | . | -1.8 | -6.7 | . |
| CCOc1ccccc1N1CCN(C(=S)NCc2ccco2)CC1 | . | -0.3 | -5.1 | . |
| O=C(CC1Nc2cccc3cccc(c23)NC1=O)Nc1ccccc1 (configuration not stated) | . | 2.4 | 3.2 | . |
| O=C(/C=C/c1ccccc1)NC(NC(=S)Nc1ccc(C(=O)O)cc1)C(Cl)(Cl)Cl (configuration not stated) | . | 3.6 | -0.1 | . |
| Cc1ccccc1-n1c(SCC(=O)N/N=C/c2sccc2C)nc2ccccc2c1=O | . | -3.0 | 6.3 | . |
| Cc1ccccc1NC(=O)C1C2/C=C\CCCCC21 (configuration not stated) | . | -20.3 | -8.4 | . |
| Cc1ccc(S(=O)(=O)NCC(c2ccco2)N2CCOCC2)cc1 (configuration not stated) | . | -19.4 | 2.4 | . |
| Cc1ccc(S(=O)(=O)C(C#N)c2nc3ccccc3nc2N2CCN(C)CC2)cc1 (configuration not stated) | . | -13.7 | -0.5 | . |
| O=C(NCCc1cccc(Cl)c1)c1cccc([N+](=O)[O-])c1 | . | -0.5 | -25.7 | . |
| Cc1nn(C)c(C(=O)N/N=C/c2cccc3ccccc23)c1Cl | . | -12.4 | 3.3 | . |
| O=C(/C=C/c1ccccc1)N1CCC(Cc2ccccc2)CC1 | . | -73.0 | -32.7 | . |
| CN1CCC(Oc2ccccc2Sc2ccccc2)CC1 | . | 5.8 | -5.2 | . |
| COc1ccc(-n2cc(-c3ccc(C)cc3)[n+]3c2SCC3)cc1 | . | 79.4* | 7.8 | . |
| CCOc1ccc(NS(=O)(=O)c2cnc(Cl)c(Cl)c2)cc1 | . | 3.3 | 17.6 | . |
| Cc1ccc(S(=O)(=O)/N=C2/NC(=O)/C(=C/c3ccc(Br)o3)S2)cc1 | . | 22.6 | 3.2 | . |
| O=[N+]([O-])c1ccc(N2CCN(c3ccccc3F)CC2)c(S(=O)(=O)N2CCOCC2)c1 | . | 22.6 | 20.4 | . |
| CNc1ccc(Br)cc(C(=O)/C=C/c2ccc(OC)cc2)c1=O | . | -3.5 | 11.2 | . |
| Cc1ccc(C2SCCN2C(=O)c2ccc([N+](=O)[O-])cc2)cc1 (configuration not stated) | . | -7.8 | -1.8 | . |
| COC(=O)C1=NN(C(C)=O)C2(CC(=O)N(c3cccc(C)c3)C2=O)C1 (configuration not stated) | . | -1.2 | 16.8 | . |
| Cc1ccc(S(=O)(=O)CCc2nnc(NC(=O)c3cccs3)s2)cc1 | . | -1.5 | 1.0 | . |
| CN(C)c1ccc(C(=O)/C=C/c2ccco2)cc1 | . | -25.7 | 16.3 | . |
| COc1ccc(/C=N/Nc2ncnc3sc(C)c(C)c23)cc1 | . | 1.5 | -10.3 | . |

Going on with the list.
| SMILES | FN deposition inh | PAX8 reporter | LGR2 antag | PGC1a acetyl inh |
| --- | --- | --- | --- | --- |
| CC(C)c1ccc(C2CC(c3ccc(Br)cc3)=NN2C(N)=S)cc1 (configuration not stated) | . | -126.0 | -48.6 | . |
| CCOC(=O)N1CCN(S(=O)(=O)c2ccc(C(=O)Nc3nnc(CSC)o3)cc2)CC1 | . | 4.5 | -17.1 | . |
| CC(C)c1ccc(NS(=O)(=O)c2ccc(Cl)nc2)cc1 | . | 9.4 | 9.0 | . |
| Cc1ccccc1NC(=O)Cn1c(=O)n(Cc2ccccc2)c(=O)c2c(C)c(C)sc21 | . | -1.1 | 20.1 | . |
| CCOC(=O)C1=NN(C(C)=O)C2(CC(=O)N(c3cc(C)cc(C)c3)C2=O)C1 (configuration not stated) | . | 6.5 | -5.6 | . |
| CC1CCCC(C)N1C(=O)CN1CCN(c2nc(-c3ccc(F)cc3)cs2)CC1 (configuration not stated) | -14.5 | . | . | -18.7 |
| O=C(O)CCc1nn2c3ccccc3n(CC(=O)c3ccccc3)c2nc1=O | -6.9 | . | . | 18.8 |
| Cc1ccc(Nc2nnc(SCc3ccccc3)s2)cc1 | 30.3* | . | . | -0.4 |
| O=c1oc2ccccc2cc1-c1nnc(-c2cccc(Br)c2)o1 | 5.3 | . | . | -8.6 |
| c1ccc(OCCOCCN2CCOCC2)cc1 | -0.2 | . | . | 15.8 |
| CC(=C/c1ccccc1)/C=N/n1cnnc1 | 14.4 | . | . | 17.8 |
| CCOC(=O)c1cc(=O)n2nc(-c3ccccc3F)nc2s1 | -6.2 | . | . | -1.4 |
| Cc1nn2c(c1-c1ccccc1)NC1=C(C(=O)CCC1)C2c1ccccc1 (configuration not stated) | 5.5 | . | . | -11.0 |
| O=C(Oc1ccc(-c2cn3c(n2)SCC3)cc1)c1ccccc1 | -4.8 | . | . | -5.6 |
| CC1(C)Cc2ccccc2-c2c1c(=O)n(Cc1ccccc1)c1nnnn21 | -2.6 | . | . | -5.9 |
| CCOC(=O)CC(=O)CSc1nc2c(cc1C#N)CCCCCC2 | -3.3 | . | . | -12.3 |
| O=C(Cn1nnc(-c2ccccc2)n1)N1CCN(S(=O)(=O)c2ccc(Cl)cc2)CC1 | 0.8 | . | . | -19.2 |
| COCCNC(=O)CSc1nc2ccccc2c(=O)n1-c1cccc(OC)c1 | -7.7 | . | . | -6.6 |
| CC(C)(C)c1ccc(C(=O)CSc2ncn[nH]2)cc1 | -0.8 | . | . | -9.3 |
| CN(C)C(=O)c1c2c(nc3ccccc13)-c1ccccc1CC2 | -0.5 | . | . | 0.9 |
| O=c1c2cc3c(cc2[nH]c(=S)n1Cc1ccco1)OCO3 | 1.5 | . | . | -11.8 |
| O=C(Nc1cccc(Cn2cccn2)c1)c1cc2c(s1)CCCC2 | -9.2 | . | . | -0.6 |
| O=c1c2ccccc2nc2n1CCC2 | 1.6 | . | . | 11.1 |
| Clc1ccccc1OCc1nn2c(-c3ccncc3)nnc2s1 | -2.3 | . | . | 9.1 |
| COc1ccc(NC(=O)c2cc(-c3cccs3)on2)cc1OC | 0.3 | . | . | -28.1 |
| CC(C)c1nnc(NC(=O)CCS(=O)(=O)c2nc(-c3cccs3)cc(C(F)(F)F)n2)s1 | -0.6 | . | . | -102.8 |
| COc1ccc(-c2cc(CCCC(=O)NCCc3ccc(OC)cc3OC)no2)cc1 | 8.5 | . | . | 12.8 |
| O=C(NCc1ccco1)c1nc2c(nnn2Cc2cccc(Cl)c2)c(=O)[nH]1 | -4.4 | . | . | -3.6 |
| CCOC(=O)c1nnn(-c2ccc(OC)cc2)c1N | 32.4* | . | . | 2.2 |
| O=C(CSc1nnc(CNC(=O)c2ccco2)o1)NC1CCCC1 | -24.7 | . | . | 43.8 |

Carrying on:
| SMILES | FN deposition inh | PAX8 reporter | LGR2 antag | PGC1a acetyl inh |
| --- | --- | --- | --- | --- |
| COc1ccc(C2CC(c3ccccc3)Nc3nc(N)nn32)cc1 (configuration not stated) | 3.0 | . | . | 3.5 |
| COc1ccc(C(C)C)cc1S(=O)(=O)N1CCN(C)CC1 | -9.5 | . | . | -15.5 |
| CC1=NC(=O)C(N=Nc2cccc(O)c2)N1c1ccccc1 (configuration not stated) | 3.4 | . | . | -7.7 |
| Cc1cccc(-n2ncc3c(N4CCCc5ccccc54)ncnc32)c1 | -3.4 | . | . | 21.8 |
| CCn1c2ccccc2c2cc(/C=N/n3cn[nH]c3=S)ccc21 | -8.1 | . | . | 41.6* |
| COc1cc(C2CC(=O)c3cnc(N4CCN(Cc5ccccc5)CC4)nc3C2)cc(OC)c1OC (configuration not stated) | -12.3 | . | . | 3.2 |
| CC(CNc1ccc([N+](=O)[O-])cc1)NC(=O)c1ccccc1Br (configuration not stated) | -4.7 | . | . | 3.4 |
| Cc1cc(C(C)(C)C)cc(S(=O)(=O)Nc2ccc(O)c(C(=O)O)c2)c1C | -4.6 | . | . | 4.3 |
| O=S(=O)(NC1CCCCCCC1)c1cccs1 | 6.7 | . | . | -17.0 |
| C=CCn1c(SCC(=O)NC(=O)NCc2ccco2)nc2sc(CC)cc2c1=O | -6.3 | . | . | -56.6 |
| C/C(=N\NC(=O)c1cccc(F)c1)c1ccc(Br)s1 | -10.9 | . | . | 6.5 |
| O=C(O)CCC(=O)Nc1ccc(C(=O)N2CCCCC2)cc1 | 6.8 | . | . | 6.5 |
| CN(C)c1ccc(-c2nn3c(-c4ccc(Cl)cc4)nnc3s2)cc1 | -1.5 | . | . | 1.5 |
| CS(=O)(=O)N1CCN(c2ccc(NC(=O)c3ccc(-c4ccc(Cl)cc4)o3)cc2)CC1 | 1.9 | . | . | -3.1 |
| CCOC(=O)c1c(C)c(C(=O)NC(C)COC)c(C)n1C (configuration not stated) | 1.5 | . | . | 6.4 |
| CC1(C)CC(=O)C2=C(C1)OC1=C(C(=O)CC(C)(C)C1)C2c1ccc(O)cc1O | 9.8 | . | . | -18.5 |
| O=C(O)CCc1ccc(-c2ccc(F)cc2)n1CC1CCCO1 (configuration not stated) | -5.7 | . | . | 5.3 |
| CSc1nnc(-c2ccncc2)n1CCCN1CCCC1=O | 8.2 | . | . | 6.5 |
| COCCn1nnnc1SCC(=O)c1ccc(F)cc1 | 7.6 | . | . | 12.5 |
| COc1ccc2cc3c(N)c(C(=O)NCc4ccco4)sc3nc2c1 | 5.7 | . | . | -48.1 |
| Cc1cccc(-c2noc(CCCC(=O)N3CCOCC3)n2)c1 | -1.2 | . | . | 4.2 |
| COc1cc2cc(CN(Cc3ccc4c(c3)OCO4)C(=O)c3ccco3)c(=O)[nH]c2cc1OC | -23.3 | . | . | 16.0 |
| Cc1cc(C)n(-c2cc(-n3nc(C)cc3C)ncn2)n1 | -3.3 | . | . | 2.7 |
| O=S(=O)(NCCOCC(F)(F)C(F)F)c1ccc2oc3ccccc3c2c1 | -6.6 | . | . | 11.8 |
| COC(=O)c1sccc1NC(=O)C12CC3CC(CC(C3)C1)C2 | -3.5 | . | . | 1.2 |
| Cc1nc(NCCCO)c(C#N)c2c1COC(C)(C)C2 | -4.8 | . | . | 1.3 |
| Cc1nc2c(cnn2-c2ccccc2Cl)c(=O)n1-c1ccc(C(C)C)cc1 | 6.6 | . | . | 4.0 |
| O=C(Nc1cnn(Cc2ccc(Cl)cc2Cl)c1)c1cc(-c2cccs2)on1 | -8.1 | . | . | -28.3 |
| CC(C)CNc1nc(Oc2ccc(=O)[nH]n2)nc(N(C)C)n1 | 21.8 | . | . | -14.8 |
| Cc1c(C(=O)NCCc2ccccc2)oc2ccc(S(=O)(=O)N3CCC4(CC3)OCCO4)cc12 | 12.8 | . | . | -29.9 |

Next part:
| SMILES | FN deposition inh | PAX8 reporter | LGR2 antag | PGC1a acetyl inh |
| --- | --- | --- | --- | --- |
| Cc1nn(C)c(Cl)c1NC(=O)OCc1ccc(F)cc1 | -0.5 | . | . | 9.3 |
| CCOC(=O)Cc1csc(NC(=O)CCNS(=O)(=O)c2ccc3c(c2)CCC(=O)N3)n1 | 16.0 | . | . | -19.5 |
| CC(C)Cc1nc2sc3c(NCc4ccco4)ncnc3c2c2c1COC(C)(C)C2 | -4.0 | . | . | 8.2 |
| CON/C=C(\C=Nc1ccc(Cl)cc1Cl)c1ncc(C(F)(F)F)cc1Cl | 0.3 | . | . | 2.8 |
| CN1c2cccc3cccc(c23)N(C)C1c1cccs1 | 4.4 | . | . | -15.4 |
